V1aR counter – agonists of human V1a receptor, primary screen, counter-screen for OXTR agonist project, fluorescence, CHO-V1R cells; Vasopressin V1a receptor (Homo sapiens), P37288; Fluo-8 calcium fluorescence, agonist mode; 0% DMSO, 100% 3 nM vasopressin; activation, % at 3 µM; hit rate 0.25% among 320,000; AID 2797, 2010;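 active = activation above the mean activation of all tested compounds plus 3 SD, per screening run, cut at about 20% in these data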;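 note: signal is peak over basal fluorescence ratio across a 100 second FLIPR read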
Target sequence (P37288 whole entry, looked up): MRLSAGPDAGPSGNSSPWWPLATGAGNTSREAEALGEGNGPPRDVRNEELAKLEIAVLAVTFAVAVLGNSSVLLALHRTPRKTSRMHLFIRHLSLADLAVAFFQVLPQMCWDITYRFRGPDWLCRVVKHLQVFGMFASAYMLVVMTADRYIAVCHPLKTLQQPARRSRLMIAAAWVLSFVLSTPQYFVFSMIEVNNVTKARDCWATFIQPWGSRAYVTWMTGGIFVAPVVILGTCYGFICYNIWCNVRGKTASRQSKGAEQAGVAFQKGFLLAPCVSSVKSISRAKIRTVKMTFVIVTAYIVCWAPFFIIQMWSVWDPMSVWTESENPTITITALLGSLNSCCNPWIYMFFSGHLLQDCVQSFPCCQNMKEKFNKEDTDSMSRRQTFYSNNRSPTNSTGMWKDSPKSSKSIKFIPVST
PfM18AAP inh – PfM18AAP inhibitors, malaria aminopeptidase, primary screen, biochemical, QFRET, recombinant enzyme. H-Glu-NHMec fluorogenic cleavage. AID 1822, 2009. M18 aspartyl aminopeptidase (Plasmodium falciparum 3D7). hit rate 1.2% among 290,000. inhibition, % at 7.35 µM;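 active = inhibition above the campaign mean inhibition over all tested compounds plus 3 SD, cut at about 28% in these data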;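 note: 0% = plate median of test compound wells and 100% = 2 mM ZnCl2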
OXTR agonist – human OXTR agonists, primary screen, fluorescence, CHO-OTR cells, Fluo-8 calcium; AID 2435, 2010; Oxytocin receptor (Homo sapiens), P30559; Fluo-8 calcium fluorescence; normalized: DMSO 0%, oxytocin 100%; hit rate 0.32% among 320,000; activation, % at 3 µM;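 active = activation above the mean of all tested compounds plus 3 SD, cutoff set per screening run, cut at about 20% in these data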;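 note: peak over basal fluorescence ratio from a 100 s FLIPR kinetic read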
GPR7 antagonist – GPR7 receptor antagonists, primary screen, cell-based, fluorescence, single concentration | inhibition, % at 4.4 µM | Neuropeptides B/W receptor type 1 (Homo sapiens), P48145 | GPR7-expressing cells, fluorescence antagonist assay | hit rate 1.1% among 290,000; in the data active = inhibition above about 16%, passing the limit was not always enough;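 note: cells stimulated with the agonist NPW; 0% = agonist with vehicle and 100% = vehicle without agonist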
Target sequence (P48145 whole entry, looked up): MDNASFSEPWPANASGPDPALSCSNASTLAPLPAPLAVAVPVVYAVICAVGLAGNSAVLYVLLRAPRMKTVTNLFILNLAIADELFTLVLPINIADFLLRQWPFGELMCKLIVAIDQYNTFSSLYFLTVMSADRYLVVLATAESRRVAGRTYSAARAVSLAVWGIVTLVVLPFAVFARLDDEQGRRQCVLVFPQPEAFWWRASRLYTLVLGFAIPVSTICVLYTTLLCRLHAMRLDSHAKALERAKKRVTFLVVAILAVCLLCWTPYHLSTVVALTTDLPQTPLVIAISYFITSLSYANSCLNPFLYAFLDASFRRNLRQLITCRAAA
MEKK2mut PB1 HTS – MEK5 binding signal on mutant MEKK2 PB1, primary screen, biochemical, multiplex bead flow cytometry, Alexa488-MEK5. percent response, % at 10 µM. hit rate 0.35% among 290,000. Alexa488-MEK5 binding to MEKK2 mutant; in the data active = percent response above about 24%, passing the limit was not always enough; note: inactives centre near 1; some results filed as inactive read as strong as hits
GalR3 antag – GalR3 antagonists in HEK293 cells, primary screen, cell-based, fluorescence readout | Galanin receptor type 3 (Homo sapiens), O60755 | HEK293 GalR3-CNG cAMP membrane potential fluorescence; galR3 body fused to GalR1 C-terminus | hit rate 0.44% among 360,000 | inhibition, % at 3 µM | AID 651719, 2012;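 active = inhibition above the screen-wide average plus 3 SD, cut at about 13% in these data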;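 note: forskolin and galanin both at EC90 stimulate the cells; cAMP rise reported by CNG channel membrane potential dye signal; 0% = forskolin plus galanin with DMSO and 100% = forskolin alone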
Target sequence (O60755 1-299 limits assumed): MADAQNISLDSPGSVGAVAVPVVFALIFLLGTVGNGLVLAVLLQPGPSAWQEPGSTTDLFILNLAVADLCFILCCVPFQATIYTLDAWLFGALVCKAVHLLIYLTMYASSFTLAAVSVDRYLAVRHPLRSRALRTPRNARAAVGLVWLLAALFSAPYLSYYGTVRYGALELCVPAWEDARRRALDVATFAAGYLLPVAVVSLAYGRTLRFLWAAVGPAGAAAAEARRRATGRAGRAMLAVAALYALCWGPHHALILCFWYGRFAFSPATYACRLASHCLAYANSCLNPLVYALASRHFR
OXTR potentiator – human OXTR potentiators, primary screen, fluorescence, CHO-OTR cells, Fluo-8 calcium. Oxytocin receptor (Homo sapiens), P30559. Fluo-8 calcium fluorescence, potentiator mode; 0% = oxytocin EC15, 100% = EC100. activation, % at 3 µM. hit rate 0.061% among 320,000;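 active = activation above that plate's cutoff, the mean activation of tested compounds plus 3 SD, cut at about 6.6% in these data, passing the limit was not always enough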;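 note: 100% uses oxytocin at 75 nM as the full agonist control; some results filed as inactive read as strong as hits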
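Measured by – Fluo-8 calcium dye fluorescence · Test system – human OTR in CHO cells · Dosing – one concentration, 3.0 µM compound · Controls – EC15 oxytocin alone as 0%, 75 nM oxytocin as 100% · Evaluation – normalized max/min fluorescence ratio, % activation · Timing – 6 min pre-incubation, 100 s read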
NALP1 inh – NALP1 inflammasome inhibitors in reconstituted yeast, colorimetric, S. cerevisiae, triplicate retest; S. cerevisiae NALP1/ASC/caspase-1 growth, X-gal OD620, 72 h; inhibition, % at 10 µM; hit rate 0.61% among 280,000; AID 2071, 2009; in the data active = inhibition mostly above about 24%, no sharp cut-off; inactive = mostly below about 32%; note: some compounds called inactive have numbers as strong as hits
MEKK2 WT-MEK5 – modulators of MEK5 binding to wildtype MEKK2, primary screen, biochemical, multiplex bead flow cytometry, Alexa488-MEK5 | binding response (% of control), % at 10 µM | Mitogen-activated protein kinase kinase kinase 2 (Homo sapiens), Q9Y2U5 | Alexa488-MEK5 binding to MEKK2 WT; actives lie on both sides | hit rate 1.1% among 290,000; in the data active = binding response below about 67% or above about 130%
Active calls of the source: *; nt = no result given; [ ] = another dose, or the depositor's remark.

SMILES	V1aR counter	PfM18AAP inh	OXTR agonist	GPR7 antagonist	MEKK2mut PB1 HTS	GalR3 antag	OXTR potentiator	NALP1 inh	MEKK2 WT-MEK5
Cc1[nH][nH]c(=O)c1N=Nc1ccccc1Cl	-0.7	-6	-3.6	-2	0	0	-8	12	100
CSc1nc(N)nc(C2CC2)n1	1.6	1	0.9	-17	2	-5	-1	-4	97
COC(=O)[C@H](C)NC(=O)Nc1ccc(S(N)(=O)=O)cc1	1.8	-2	-0.5	-13	-1	-6	2	22	96
CC(=O)Nc1ccc2c(c1)CCCN2C(=O)c1ccccc1	-0.7	-4	0.2	5	10	0	-4	11	103
O=C(CCc1ccccc1)NNC(=O)c1ccccn1	0.2	7	0.6	-1	-20	-5	1	-8	83
Cc1ccc(N2CC(C(=O)Nc3ccccc3C(=O)NC3CCCCC3)CC2=O)cc1 (stereo not drawn)	-1.3	1	-1.0	-14	4	-2	-3	37	96
CCc1ccccc1NC(=O)Nc1cc(F)ccc1F	0.7	3	-1.2	-11	1	-6	-3	11	100
CC(=O)NC(CC(=O)NCCCn1ccc2ccccc21)c1ccccc1 (stereo not drawn)	-0.5	3	1.0	-2	12	-6	-1	-4	102
CCOC(=O)C1CCCN(C(=O)c2cc(CN3C(=O)c4ccccc4C3=O)ccc2OC)C1 (stereo not drawn)	0.7	nt	-0.8	nt	nt	-4	6	nt	nt
COc1cccc(OCc2cc(C3Nc4ccccc4C(=O)N3Cc3ccco3)ccc2OC)c1 (stereo not drawn)	nt	2	nt	6	1	-4	nt	-62	90
COc1ccc(OCCn2c(=N)n(CCO)c3ccccc32)cc1	0.5	3	-0.5	-1	10	-4	-3	33	107
COc1ccc(CCNC(=O)Cn2c(=O)oc3ccccc32)cc1OC	-0.1	-2	0.0	-5	6	2	-14	4	102
C=CCOc1c(Cl)cc(CNc2ccc(N(C)C)cc2)cc1OC	2.4	7	-0.5	-3	5	-9	3	9	106
Cc1cc(C(=O)NCCc2ccc(Cl)cc2)c(C)o1	-0.8	-2	-1.1	-6	10	0	1	11	107
COc1ccc(C2=NN(CC(=O)NCc3ccco3)C(=O)CC2)cc1	-0.1	3	0.4	-9	0	-5	0	16	108
CC(=O)c1c(N2CCN(c3ccccc3)CC2)nc(=S)n(-c2ccccc2)c1C	1.5	1	-0.7	-8	11	-3	-15	-24	23*[inhibitor]
COc1ccc(C2OC34CCCCC3C(C#N)(C#N)C2(C#N)C(=N)O4)cc1 (stereo not drawn)	1.4	-10	1.9	-6	18	1	-4	10	102
CC1=NN(c2ccccc2)C(=O)/C1=C\C=C1/N(C)c2ccccc2C1(C)C	43*	-2	34*	15	9	-4	-21	34	99
CCn1cnc2cc(NS(=O)(=O)c3ccc(C)cc3)ccc21	2.8	-7	3.2	-9	-9	-7	-6	-3	86
c1ccc(-c2ccccc2OCCCCN2CCCCC2)cc1	4.0	1	1.6	9	-1	-11	-5	38	99
COc1ccc(C(CNC(=O)Cc2c(F)cccc2Cl)N2CCCCC2)cc1 (stereo not drawn)	0.9	1	0.9	10	6	-2	-2	23*	111
CCOC(=O)C1=C(CNCc2ccc(F)cc2)NC(=O)NC1c1cccc([N+](=O)[O-])c1 (stereo not drawn)	0.3	9	-1.7	-1	0	-3	-1	12	93
NC(=O)N/N=C/c1ccc(N2CCOCC2)s1	0.7	22	0.6	-5	-2	1	-8	23	94
Cc1cc(C)cc(NC(=O)C(OC(=O)C2=COCCO2)c2ccccc2)c1 (stereo not drawn)	-0.6	0	-1.9	3	15	2	-9	18	94
CCN(CC)C(=O)C1=C(C)NC(=S)NC1c1cccs1 (stereo not drawn)	0.0	6	0.2	-3	-2	-1	-6	-7	107
SMILES	V1aR counter	PfM18AAP inh	OXTR agonist	GPR7 antagonist	MEKK2mut PB1 HTS	GalR3 antag	OXTR potentiator	NALP1 inh	MEKK2 WT-MEK5
O=C(N=C1SC2CS(=O)(=O)CC2N1c1cc(Cl)ccc1Cl)C1CCCO1 (stereo not drawn)	0.2	-3	0.4	10	-3	-6	-3	19	100
N=c1oc2ccc(Cl)cc2cc1C(=O)Nc1ccc(F)cc1	1.6	4	0.6	-2	2	-8	-8	16	110
CC(C)C[C@H]1CNC(=O)C(=O)N1C[C@H](C)NC(=O)Cc1ccccc1	-0.3	-8	0.8	-6	6	-3	-6	5	104
Cc1c(C)c2cc(Cl)c(OCC(=O)N3CCN(c4ccc(F)cc4)CC3)cc2oc1=O	0.9	0	-0.1	-1	3	-1	1	12	104
Cn1c(N)c(C(=O)COC(=O)CC(NC(=O)c2ccccc2Cl)c2ccccc2)c(=O)n(C)c1=O (stereo not drawn)	-0.3	9	-1.0	-5	0	14*	-27	-5	96
COc1ccc(OC)c(CNn2c(-c3ccccc3F)nc3ccccc3c2=O)c1	-1.4	3	-1.9	0	-13	-7	7	-4	92
CCCn1nc(NC(=O)c2cccs2)c2cc3ccccc3nc21	-0.5	2	-2.2	-16	-2	-3	-11	-5	97
COc1ccccc1CNC(=O)C1(C)Oc2cccnc2NC1=O (stereo not drawn)	0.8	-4	5.5	0	-4	-6	9	12	101
CCCc1cc2c(-c3ccccc3)cc(=O)oc2cc1OCc1ccc(C(=O)O)o1	0.6	1	-0.1	7	6	-6	-16	0	104
O=C(CCCN1C(=O)/C(=C/c2ccco2)SC1=S)Nc1ccccc1C(=O)O	0.5	-11	-1.3	-6	17	-4	-1	-2	103
CC(C)CNC(=O)COc1ccc2c3c(c(=O)oc2c1)CCC3	4.6	-17	5.6	13	-1	1	-6	11	98
CCn1c(CSc2nc3ccccc3[nH]2)n[nH]c1=S	1.1	-12	2.1	-2	-3	nt	3	-3	89
COc1cc(CN2CCC(C(=O)N3CCN(c4ccccc4F)CC3)CC2)ccc1O	0.7	3	2.1	-11	10	-6	4	6	111
CC(=O)c1c(C)oc2c1cc(O)c1ccccc12	0.6	-2	1.1	-7	-1	-5	-2	nt	99
CN1CCN(c2ccc([N+](=O)[O-])cc2NC(=O)c2cccs2)CC1	1.5	11	1.1	-9	5	-1	1	13	106
NC(=O)C1=C[C@@H](c2ccc(Br)cc2)C[C@@H](OCCCCO)O1	0.8	-4	0.5	22	1	-2	-6	-3	101
c1ccc2[nH]c3cc4ncnc4cc3nc2c1	3.4	-1	3.3	-1	-2	-2	-9	71	94
Cc1ccc(Nc2ncnc(N)n2)cc1	-0.3	2	-0.2	-8	-6	0	-6	8	90
Cc1ccc(-c2cc(Cc3ccc(F)cc3)c(=O)[nH]n2)cc1	-1.4	-1	-3.0	-16	-4	-3	-11	nt	95
Nc1nc(-c2ccccc2)[nH]c(=O)c1N=O	-0.3	14	-0.2	-6	7	-9	-16	-4	98
CCOC(=O)C1(Cc2cccc(Cl)c2)CCCN(C(=O)c2ccoc2C)C1 (stereo not drawn)	nt	2	nt	1	-3	0	nt	11	103
CN(C)c1ccc(/C=N\NC(=O)CC#N)cc1	0.1	50*	1.0	-2	-2	-1	-1	5	103
CC(=O)Nc1c(-c2ccc(Cl)cc2)c(=O)c2ccccc2n1C	1.0	-4	-0.5	-5	-2	-7	-12	4	101
Cc1cc(C)nc(Nc2ccc(Cl)cc2C)n1	nt	-5	nt	-19	2	-7	nt	0	110
CCOC(=O)c1ccc2c(c1)sc(=NC(=O)c1ccco1)n2CCOC	-0.6	0	-0.7	-16	4	0	-2	42	98
COc1cc(C(=O)NCC(=O)OCn2nnc3ccccc3c2=O)cc(OC)c1OC	0.2	-10	-0.3	-1	-2	-4	-7	9	96
Cc1cc(N)ccc1NC(=O)CN1CCCC1	0.3	7	0.8	-2	3	-2	-11	13	102
COC(=O)C1CCN(c2c([N+](=O)[O-])cc(C(F)(F)F)cc2[N+](=O)[O-])CC1	-1.9	-7	-2.3	-13	15	2	-13	36	100
O=C1CCCC2=C1C(c1ccc(O)c(Br)c1)C1=C(CCCC1=O)N2c1ccccc1	7.0	9	3.2	2	0	1	-15	-9	97
CC(=O)N1CCc2ccc(S(=O)(=O)Nc3ccccc3Cl)cc21	3.3	3	5.5	-8	-5	-10	-11	7	93

Entries shown so far with sulfur (13):
SMILES	V1aR counter	PfM18AAP inh	OXTR agonist	GPR7 antagonist	MEKK2mut PB1 HTS	GalR3 antag	OXTR potentiator	NALP1 inh	MEKK2 WT-MEK5
CSc1nc(N)nc(C2CC2)n1	1.6	1	0.9	-17	2	-5	-1	-4	97
COC(=O)[C@H](C)NC(=O)Nc1ccc(S(N)(=O)=O)cc1	1.8	-2	-0.5	-13	-1	-6	2	22	96
CC(=O)c1c(N2CCN(c3ccccc3)CC2)nc(=S)n(-c2ccccc2)c1C	1.5	1	-0.7	-8	11	-3	-15	-24	23*[inhibitor]
CCn1cnc2cc(NS(=O)(=O)c3ccc(C)cc3)ccc21	2.8	-7	3.2	-9	-9	-7	-6	-3	86
NC(=O)N/N=C/c1ccc(N2CCOCC2)s1	0.7	22	0.6	-5	-2	1	-8	23	94
CCN(CC)C(=O)C1=C(C)NC(=S)NC1c1cccs1 (stereo not drawn)	0.0	6	0.2	-3	-2	-1	-6	-7	107
O=C(N=C1SC2CS(=O)(=O)CC2N1c1cc(Cl)ccc1Cl)C1CCCO1 (stereo not drawn)	0.2	-3	0.4	10	-3	-6	-3	19	100
CCCn1nc(NC(=O)c2cccs2)c2cc3ccccc3nc21	-0.5	2	-2.2	-16	-2	-3	-11	-5	97
O=C(CCCN1C(=O)/C(=C/c2ccco2)SC1=S)Nc1ccccc1C(=O)O	0.5	-11	-1.3	-6	17	-4	-1	-2	103
CCn1c(CSc2nc3ccccc3[nH]2)n[nH]c1=S	1.1	-12	2.1	-2	-3	nt	3	-3	89
CN1CCN(c2ccc([N+](=O)[O-])cc2NC(=O)c2cccs2)CC1	1.5	11	1.1	-9	5	-1	1	13	106
CCOC(=O)c1ccc2c(c1)sc(=NC(=O)c1ccco1)n2CCOC	-0.6	0	-0.7	-16	4	0	-2	42	98
CC(=O)N1CCc2ccc(S(=O)(=O)Nc3ccccc3Cl)cc21	3.3	3	5.5	-8	-5	-10	-11	7	93

Assay outcomes: PubChem BioAssay, several laboratories
